WT yeast gro inh: growth inhibition of WT yeast, mitochondrial fusion screen; hit rate 2.1% among 190,000; inhibition, % at 10 µM; mitochondrial fusion phenotypic screen, WT strain; in the data active = inhibition above about 58%; tested in S. cerevisiae
MT stabilize HCS: microtubule stabilization, imaging screen. HeLa tubulin immunostaining HCS, 24 h; share of cells brighter than vehicle mean+2SD. % tubulin-high responders, % at 10 µM. hit rate 0.83% among 200,000. AID 2205;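 active = plate Z-score above 3 for both tubulin-high and condensed-nucleus cell shares, with cell loss under 80%, at 10 µM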;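 also: anti alpha tubulin signal scored within the nucleus-defined area of each cell; some results filed as inactive read as strong as hits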
Dynein cargo inh: blocks dynein driven cargo transport along microtubules; 3617.4 mouse cells, GR-EGFP nuclear translocation imaging; test concentration mostly 20 µM; stimulated with dexamethasone, 1 µM; stronger effect = lower value; z-score, hits read low; hit rate 0.47% among 220,000;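 active = plate z-score of nuclear minus cytoplasmic receptor signal below a set negative limit, without overly bright fluorescence or cell loss, cut at about -3.5 in these data, passing the limit was not always enough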;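 also: z-score of nuclear minus cytoplasmic ring GR-EGFP intensity difference per well; some compounds called inactive have numbers as strong as hits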
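Buffer or medium: tet-free, stripped-serum medium; reagent: dexamethasone at 1.0 µM final, 30 min; incubation: 48 h induction, 1 h compound, 30 min dex at 37 °C; measured by: formaldehyde fixation, Hoechst nuclear stain, 10x automated fluorescence imaging; read-out: nuclear-to-cytoplasmic GR-EGFP distribution per well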
b-catenin transl: modulators of beta-catenin nuclear translocation; HeLa beta-catenin nuclear translocation, immunofluorescence imaging; nuclear translocation activity, % at 5 µM; hit rate 0.3% among 190,000;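 active = nuclear translocation activity above 50% at 5 µM, with a well cell count of 50 or more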;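 also: per-cell ratio of nuclear to cytoplasmic median beta-catenin stain intensity; plate controls were DMSO negative control for no effect and GSK-3 inhibitor IX positive control for full effect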
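Test system: human HeLa cells, native beta-catenin. Compound dosing: 5 µM primary single dose, 0.1% DMSO, 0.02–20 µM confirmation series. Incubation: compound exposure 24 h at 37°C. Detection: beta-catenin immunostaining with DAPI counterstain, 20x imaging, 6 fields/well. Read-out basis: Nuclear/cytoplasmic beta-catenin signal ratio, % activation.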
Autophagy HCS: alters autophagy in cells. MEF GFP-LC3 puncta imaging; test concentration mostly 10 µM. calls only at 10 µM (by protocol). hit rate 0.98% among 190,000. AID 463193;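 active = percentage of spot-positive cells more than 3 SD above its plate mean, without a fluorescence outlier flag or 80% toxicity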;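 also: spot-positive cell cutoff set from DMSO-treated cells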
Ins promoter up: MIN6 insulin promoter up-regulation. MIN6 insulin promoter-GFP reporter, high-content imaging; stronger effect = higher value. z-score at 5 µM. hit rate 0.3% among 190,000;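 active = z-score above 3 at 5 µM with at least 500 cells counted in the well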
NOD2 inhibition: NOD2 signaling inhibitors, cell-based, luminescence, uHTS, HEK293 (AID 1566); HEK293 NOD2/NF-kB luciferase reporter, luminescence; higher % means a stronger effect; one-dose inhibition, % at 4 µM; EC50 in µM for titrated hits; hit rate 0.63% among 290,000; in the data active = inhibition above about 50%; also: many of its hits are not listed in these tables
Yfh1-off respiration: enhancers of respiration in Yfh1-depleted yeast, dose response, Friedreich's ataxia, plus single-dose screen (AID 1465) | S. cerevisiae Yfh1-off respiration, WST-1 reduction, 72 h; higher fold induction means a stronger effect | one-dose fold induction at 50 µM; EC50 in µM for titrated hits | hit rate 0.074% among 220,000;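 active = fold induction of absorbance versus untreated yeast above a set limit, then at least 30% activation at any dose in follow-up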;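 also: activators that raise dye reduction in frataxin-depleted yeast; strong numbers were not always called active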
Hep lipid drop: hepatic lipid droplet formation modulation | inhibition, % at 6.5 µM | AML12 mouse hepatocytes, oleate lipid droplets, BODIPY imaging | hit rate 0.4% among 240,000 | AID 1656;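 active = lipid droplet intensity inhibited by at least 50%, with more than 500 cells counted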
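Assay system: AML12 hepatocytes (mouse) / Also added: 100 µM oleic acid challenge / Times: overnight treatment with compound plus oleate / Detection: high-content imaging of BODIPY-stained droplets and DAPI nuclei / Evaluation: % inhibition of lipid droplet signal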
WT yeast gro inh mutant strain: further read-out of WT yeast gro inh, marked with its call; inhibition, %; mitochondrial fusion phenotypic screen, mutant strain inhibition
Dynein cargo inh cytoplasmic EGFP: further read-out of Dynein cargo inh, marked with its call; z-score; measured here: cytoplasmic GR-EGFP intensity; stronger effect = higher value
Dynein cargo inh nuclear GR-EGFP: further read-out of Dynein cargo inh, marked with its call; z-score; measured here: nuclear GR-EGFP intensity;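 lower value marks the stronger effect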
Dynein cargo inh cell count: second read-out of Dynein cargo inh, no call of its own (marks repeat the call); z-score; measured here: cell count per field
Ins promoter up cell count: second read-out of Ins promoter up, no call of its own (marks repeat the call); cell count; measured here: cytotoxicity, nuclei count;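 total cells summed across four imaged fields per well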
Hep lipid drop cells 6.5 µM: also measured in Hep lipid drop; calls as there; cell count; measured here: cell count, cytotoxicity flag;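 cells counted across two imaged fields per well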
b-catenin transl cell count 5 µM: also measured in b-catenin transl; calls as there; cell count; measured here: cell count, cytotoxicity flag
MT stabilize HCS Hoechst-high %: second read-out of MT stabilize HCS, no call of its own (marks repeat the call); % Hoechst-high responders; measured here: nuclear condensation Hoechst responders;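 share of cells brighter than vehicle mean plus two SD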
MT stabilize HCS cytotoxicity %: also measured in MT stabilize HCS; calls as there; toxicity, %; measured here: cytotoxicity by cell density;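 0% = mean cell density of plate MIN control wells and 100% = no cells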
Autophagy HCS cell loss 18 h: further read-out of Autophagy HCS, marked with its call; toxicity, %; measured here: cell loss, nuclei count;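 cell loss after 18 h compound exposure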
* hit, by the source's call; i = inactive; · = not tested or not shown.

SMILES	WT yeast gro inh	WT yeast gro inh mutant strain	MT stabilize HCS	MT stabilize HCS Hoechst-high %	MT stabilize HCS cytotoxicity %	Dynein cargo inh	Dynein cargo inh cytoplasmic EGFP	Dynein cargo inh nuclear GR-EGFP	Dynein cargo inh cell count	b-catenin transl	b-catenin transl cell count 5 µM	Autophagy HCS	Autophagy HCS cell loss 18 h	Ins promoter up	Ins promoter up cell count	NOD2 inhibition	Yfh1-off respiration	Hep lipid drop	Hep lipid drop cells 6.5 µM
CC1CCN(C(=O)C2CCN(S(=O)(=O)c3cnc[nH]3)CC2)CC1	13.7	27.8	3.1	2.3	8.4	-0.863	-0.284	-0.14	-0.175	-1.7	1050	i	-2.4	0.56	1383	-0.3%	i	-0.3	660
Cc1cccc(C)c1NC(=O)C1CCCN1C(=O)OC(C)(C)C (stereo not drawn)	-8.6	-14.7	3.3	2.5	8.6	-0.975	-0.244	-0.701	0.756	-0.4	1082	i	-15.7	0.86	1453	-13.2%	i	-14.8	681
COc1cccc(NC(=O)CCNC(=O)Cn2ccc3ccccc3c2=O)c1	-0.4	2.0	1.8	1.4	8.2	1.52	-0.143	1.26	-0.589	·	·	i	2.9	0.58	782	-9.8%	i	3.4	757
Clc1ccc(CSc2ccc(-c3ccccn3)nn2)cc1	59.1	63.5	2.7	3.0	6.7	0.294	-0.198	-0.377	0.288	-4.9	1105	i	5.6	-0.74	1482	-60.4%	i	3.8	664
CNCc1c(C)nn(-c2ccccc2)c1C	26.0	-5.2	6.1	1.2	2.1	1.03	-0.191	0.548	0.209	0.1	1026	i	11.1	-0.28	1376	2.3%	i	2.3	700
CCC1(CC)Cc2ccccc2C(C2=C(O)CC(C)(C)CC2=O)=N1	-4.0	18.8	4.3	2.0	2.0	-0.587	-0.195	-0.387	-0.908	·	·	i	3.2	0.07	1357	4.1%	i	·	·
CCn1nnnc1-c1ccc(OC)c(S(=O)(=O)Nc2ccc(OC)cc2)c1	17.1	20.0	3.2	1.9	20.4	0.901	0.155	0.841	0.892	·	·	i	10.6	1.01	1240	6.5%	i	1.5	776
CC(=O)c1ccc(NC(=O)N2CCCC(C(=O)c3ccc4c(c3)OCO4)C2)cc1 (stereo not drawn)	-1.1	-2.2	1.2	1.0	6.3	-0.9	-0.315	-0.329	1.28	-1.7	1038	i	12.2	0.21	1465	-34.6%	i	-16.8	657
COc1ccc(OC)c2[nH]c(=O)c(CCNC(=O)c3ccc(S(=O)(=O)N4CCCC4)cc3)cc12	23.8	15.5	4.7	3.0	1.8	0.0712	-0.0558	0.207	-0.372	2.5	1354	i	16.7	-1.01	1366	22.1%	·	·	·
O=C(NNC1=Nc2ccccc2SC1)c1ccc(F)cc1	·	·	·	·	·	-0.308	-0.285	-0.484	1.09	0.0	1335	·	·	-0.14	1095	-28.1%	i	-10.5	641
Cc1c(Nc2scc(-c3ccccc3)[n+]2-c2ccccc2)c(=O)n(-c2ccccc2)n1C	35.0	4.1	1.5	2.9	7.0	-0.179	-0.215	-0.398	0.523	-1.3	1067	i	3.8	-0.04	1275	0.4%	i	-5.7	697
COc1ccc(CCN2C(=O)C3C4CC(C5C(C(=O)N/N=C\c6ccc(Cl)cc6)=NOC45)C3C2=O)cc1OC (stereo not drawn)	-8.4	2.1	1.9	1.7	9.5	-0.42	-0.295	-0.387	0.682	·	·	i	-7.9	-0.46	888	12.4%	i	-14.6	700
COc1ccc(NC(=O)Nc2ccc3c(c2)N(C)C(=O)CS3)cc1OC	14.4	1.2	3.3	3.3	6.5	0.124	-0.133	0.304	-0.292	-0.7	1190	i	-11.2	·	·	-0.7%	i	23.5	724
CC(=O)N1CCc2c(sc(NC(=O)CN3C(=O)CCC3=O)c2C(N)=O)C1	5.3	-0.8	3.9	1.3	13.0	0.702	-0.00673	0.665	0.0456	-3.2	1222	i	-5.4	0.62	1347	25.3%	i	-1.1	704
O=C1[C@@H]2[C@H]3CC[C@H](C3)[C@@H]2C(=O)N1O	·	·	·	·	·	-1.22	-0.255	-0.632	1.66	0.0	1397	·	·	-0.34	1221	6.4%	i	-6.5	688
Cc1cccc(C(=O)NCC2CCCO2)c1 (stereo not drawn)	-22.2	15.7	4.3	2.4	5.7	0.508	-0.249	0.221	0.13	3.8	1090	i	3.8	0.1	1141	16.7%	i	-11.6	677
O=C(NC1(C(F)(F)F)NC(=O)N(C2CCCCC2)C1=O)C1CC1 (stereo not drawn)	-1.5	1.0	1.9	1.6	4.1	-0.0498	-0.206	0.143	0.265	0.2	1093	i	13.4	0.53	1419	-12.0%	i	-1.6	732
CCOC(=O)c1cc(NC(=O)c2ccc(C)cc2)c(=O)oc1-c1ccccc1	9.1	5.2	1.0	1.6	8.6	0.214	-0.233	-0.161	0.19	·	·	i	-1.3	·	·	28.3%	i	·	·
CCc1nn(CC(=O)Nc2ccc(Br)c(C)c2)c(=N)s1	16.5	14.2	1.8	1.8	9.5	-0.305	-0.079	0.0126	0.272	6.0	885	i	-36.7	0.72	1560	2.4%	i	3.7	662
Cc1nc(C(=O)NCCC(C)C)sc1C1(C)CC(c2cccc([N+](=O)[O-])c2)=NO1 (stereo not drawn)	·	·	·	·	·	0.272	-0.671	0.0816	0.0672	-0.1	1355	·	·	-0.86	602	-18.0%	i	6.8	684
COc1ccc(/C=N/c2c(-c3ccco3)nc3ccccn23)cc1OC	8.6	11.7	0.7	1.5	5.9	-0.536	-0.197	-0.664	0.348	-0.6	1324	i	5.9	-0.53	1523	-43.1%	i	·	·
Cc1ccc(CNC(=O)C2CCCN(Cc3cnn(-c4ccccc4)c3-n3cccc3)C2)cc1 (stereo not drawn)	25.4	10.3	2.3	1.2	6.5	1.62	-0.0662	1.84	-2.25	-2.6	808	i	-30.3	-1.72	857	32.0%	i	·	·
CCOC(=O)c1c(NC(=O)CCN2C(=O)c3cccc([N+](=O)[O-])c3C2=O)sc(C(=O)OC(C)C)c1C	8.2	6.6	2.1	2.1	5.2	-0.75	0.0337	-0.633	0.559	-3.4	579	i	13.8	0.26	1284	-1.4%	i	3.0	758
Nn1c(SCC(=O)Nc2ccc3c(c2)OCCO3)nnc1-c1ccccn1	1.3	5.2	2.3	1.4	2.3	-0.492	-0.222	-0.346	-0.458	-6.9	1243	i	2.4	-0.46	1343	-1.8%	·	3.6	713
CCOc1ccc(CCNC(=O)CN(C)S(=O)(=O)c2ccc3c(c2)CCC(=O)N3)cc1OCC	-15.0	-11.4	3.7	2.3	8.9	-0.127	-0.196	0.128	-0.226	-0.1	1441	i	-5.8	-0.97	1321	-8.0%	i	·	·
SMILES	WT yeast gro inh	WT yeast gro inh mutant strain	MT stabilize HCS	MT stabilize HCS Hoechst-high %	MT stabilize HCS cytotoxicity %	Dynein cargo inh	Dynein cargo inh cytoplasmic EGFP	Dynein cargo inh nuclear GR-EGFP	Dynein cargo inh cell count	b-catenin transl	b-catenin transl cell count 5 µM	Autophagy HCS	Autophagy HCS cell loss 18 h	Ins promoter up	Ins promoter up cell count	NOD2 inhibition	Yfh1-off respiration	Hep lipid drop	Hep lipid drop cells 6.5 µM
COc1ccc(/C(N)=N/OC(=O)Cc2ccc(C)cc2)cc1	18.2	4.5	4.2	1.3	2.8	1.45	-0.244	0.789	-0.0911	2.3	1121	i	0.8	-0.31	1303	-33.0%	i	-6.3	544
O=C(CSc1nnc(-c2ccc(F)cc2)o1)Nc1ccc(S(=O)(=O)N2CCCC2)cc1	-1.5	-11.1	4.8	5.0	4.1	0.198	-0.294	0.119	0.16	-4.7	887	i	2.6	0.41	1335	2.8%	i	·	·
O=C(Nc1csnn1)c1csnn1	·	·	·	·	·	0.513	-0.244	0.282	0.497	-0.3	1150	·	·	-0.05	1386	12.0%	i	-29.0	740
Cc1cc(C)c2c(=O)n(CC(=O)NCCCN3CCOCC3)sc2n1	17.2	11.6	1.4	2.3	3.5	-3.38	0.0725	-1.06	0.663	1.4	918	i	6.6	-1.08	1346	2.0%	i	0.9	674
O=C(CSc1nnc(-c2cccnc2)o1)Nc1ccc(Cl)cc1	-4.1	-4.1	3.6	2.4	8.9	2.45	-0.0588	1.5	-1.87	-1.1	1031	i	-3.1	0.8	1145	3.1%	i	25.1	686
O=C1NC(=O)C(CC(=O)N(Cc2cccs2)C2(C(=O)NC3CCCCC3)CCCCC2)N1 (stereo not drawn)	-3.8	-9.9	3.4	3.4	7.7	-0.454	-0.266	0.615	0.171	-3.0	1068	i	9.0	-0.27	1493	0.7%	i	-2.8	579
CCCCN(C)C(=O)C1CCC(=O)N(c2cc(OC)c(OC)c(OC)c2)C1c1ccc(OC)cc1 (stereo not drawn)	-9.0	-5.8	4.7	1.0	4.3	1.79	-0.0607	1.46	-1.54	-3.2	1202	i	2.7	-0.02	1163	3.6%	i	-7.0	691
Cn1c(Sc2ccc(C(F)(F)F)cc2[N+](=O)[O-])nnc1-c1ccccc1	4.3	26.4	2.8	1.2	5.5	-0.606	-0.0778	-0.37	0.637	2.4	1322	i	1.4	-1.26	1444	-2.3%	i	·	·
C/C(=N\NC(=S)NCCc1ccccc1)c1cccs1	71.2	72.7	1.5	2.6	2.8	1.34	-0.163	1.06	-1.27	0.8	916	i	-3.8	0.38	1140	-6.3%	i	12.5	644

Screens from PubChem BioAssay.

Not all compounds are listed. The share of hits here may be higher or lower than overall.
